# CHRM5 agonist – human M5 muscarinic receptor agonists, primary screen, CHO-K1 cells, Fluo-8 calcium fluorescence; CHO-K1 hM5 cells; 0% DMSO wells, 100% maximal acetylcholine response; activation, % at 3 µM; actives 0.19% (n = 360,000); AID 624037, 2012;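 active = activation above the run's mean over test compounds plus 3 SD, cut at about 23% in these data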;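 also: signal is peak over basal fluorescence ratio across the kinetic read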
# Target sequence (P08912 whole entry, looked up): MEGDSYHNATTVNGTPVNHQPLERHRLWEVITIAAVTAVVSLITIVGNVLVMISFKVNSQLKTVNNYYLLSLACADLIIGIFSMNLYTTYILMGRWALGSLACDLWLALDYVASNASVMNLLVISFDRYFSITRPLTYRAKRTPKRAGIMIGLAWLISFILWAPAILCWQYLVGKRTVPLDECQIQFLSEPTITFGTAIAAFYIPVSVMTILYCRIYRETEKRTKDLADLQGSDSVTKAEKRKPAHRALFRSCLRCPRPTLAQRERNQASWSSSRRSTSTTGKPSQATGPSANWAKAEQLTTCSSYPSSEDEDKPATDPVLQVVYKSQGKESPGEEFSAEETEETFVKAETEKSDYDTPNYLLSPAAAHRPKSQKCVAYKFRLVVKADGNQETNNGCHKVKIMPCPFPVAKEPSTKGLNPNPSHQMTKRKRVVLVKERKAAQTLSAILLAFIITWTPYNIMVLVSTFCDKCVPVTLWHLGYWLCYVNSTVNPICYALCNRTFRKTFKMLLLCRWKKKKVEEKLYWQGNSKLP
# CHRM4 antagonist – human M4 muscarinic receptor antagonists, primary screen, CHO cells, Fluo-8 calcium fluorescence. AID 624125, 2012. CHO-hM4 cells, ACh EC80. inhibition, % at 3 µM. Muscarinic acetylcholine receptor M4 (Homo sapiens), P08173. actives 0.73% (n = 360,000);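 active = inhibition above its plate's cutoff, the mean inhibition of sample wells plus 3 SD, cut at about 27% in these data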;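 also: 0% = acetylcholine EC80 with DMSO and 100% = DMSO without agonist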
# Target sequence (P08173 whole entry, looked up): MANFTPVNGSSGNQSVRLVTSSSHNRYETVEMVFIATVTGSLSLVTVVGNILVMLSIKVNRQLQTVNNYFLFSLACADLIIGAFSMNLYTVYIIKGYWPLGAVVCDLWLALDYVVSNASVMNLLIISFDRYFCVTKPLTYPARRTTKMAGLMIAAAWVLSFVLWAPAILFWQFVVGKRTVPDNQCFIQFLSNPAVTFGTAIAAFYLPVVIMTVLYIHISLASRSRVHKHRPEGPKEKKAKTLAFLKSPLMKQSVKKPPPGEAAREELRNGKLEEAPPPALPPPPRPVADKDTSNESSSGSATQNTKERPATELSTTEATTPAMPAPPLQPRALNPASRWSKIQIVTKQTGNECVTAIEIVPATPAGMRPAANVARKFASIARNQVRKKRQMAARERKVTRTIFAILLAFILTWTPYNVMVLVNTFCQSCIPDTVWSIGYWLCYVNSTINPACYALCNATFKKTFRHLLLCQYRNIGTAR
# CHO-K1 Ca PAM – nonselective calcium activators in parental CHO-K1 cells, primary screen, counter-screen for M1 PAM project, cell-based, Fluo-8 calcium fluorescence, full deck, 1536-well | ATP EC20; 0% at ATP EC20, 100% at ATP max | activation, % at 3 µM | actives 0.02% (n = 360,000) | AID 602247, 2012;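 active = activation above the run cutoff, the mean activation of all test compounds plus 3 SD, cut at about 40% in these data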;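 also: peak over basal fluorescence ratio in a 140 s read after ATP addition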
# CHO-K1 Ca ag – counter-screen for M1 agonists: effect in parental CHO-K1 cells; Fluo-8 calcium fluorescence; scaled to maximal ATP response, vehicle zero; AID 602248, 2012; actives 0.48% (n = 360,000); activation, % at 3 µM; in the data active = activation above about 15%;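 also: untransfected CHO-K1 host cells lacking M1 receptor as counterscreen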
# M5 antag – human M5 muscarinic receptor antagonists, primary screen, CHO cells, Fluo-8 calcium fluorescence | Muscarinic acetylcholine receptor M5 (Homo sapiens), P08912 | AID 624040, 2012 | actives 0.59% (n = 360,000) | inhibition, % at 3 µM | CHO-hM5 cells, ACh EC80;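 active = inhibition above a per-plate cutoff, the mean of that plate's test compounds plus 3 SD, cut at about 27% in these data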;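 also: 0% = acetylcholine EC80 with DMSO and 100% = DMSO without agonist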
# CHO-K1 Ca antag – counter-screen for M1 antagonists: effect in parental CHO-K1 cells. ATP-induced calcium, Fluo-8 fluorescence. inhibition, % at 3 µM. AID 602250. actives 0.6% (n = 360,000);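 active = inhibition above a per-plate cutoff, the plate's mean sample inhibition plus 3 SD, cut at about 24% in these data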;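 also: 0% = DMSO plus EC80 ATP and 100% = DMSO alone without ATP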
# CHRM4 agonist – human M4 muscarinic receptor agonists, primary screen, CHO-K1 cells, Fluo-8 calcium fluorescence. Muscarinic acetylcholine receptor M4 (Homo sapiens), P08173. CHO-K1 hM4/Gqi5; vehicle 0%, full acetylcholine response 100%. activation, % at 3 µM. actives 0.14% (n = 360,000). AID 624127, 2012;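 active = activation above the run mean over all test wells plus 3 SD, cut at about 32% in these data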;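 also: peak over basal fluorescence ratio per well then scaled between controls; 0% = DMSO wells and 100% = acetylcholine at EC100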
# CHRM5 PAM – human M5 muscarinic receptor positive allosteric modulators, primary screen, CHO-K1 cells, Fluo-8 calcium fluorescence; actives 0.3% (n = 360,000); Muscarinic acetylcholine receptor M5 (Homo sapiens), P08912; activation, % at 3 µM; CHO-K1 hM5, ACh EC20 PAM; 0% = ACh EC20, 100% = ACh EC100;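 active = activation above the run cutoff, the mean activation of all test compounds plus 3 SD, cut at about 18% in these data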
#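 Measured by: Fluo-8 calcium fluorescence; material: human M5 receptor in CHO-K1 cells; schedule: Post-acetylcholine fluorescence recording 140 s; benchmarks: low control EC20 acetylcholine (0%), high control EC100 acetylcholine (100%); read-out: Max/basal fluorescence ratio as % of EC20–EC100 ACh window; compound: single dose, 3 µM nominal final test concentration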
# M4 PAM – human M4 muscarinic receptor positive allosteric modulators, primary screen, CHO-K1 cells, Fluo-8 calcium fluorescence; CHO-K1 hM4/Gqi5, ACh EC20; 0% = ACh EC20, 100% = maximal ACh; activation, % at 3 µM; actives 0.4% (n = 360,000);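 active = activation above its plate's cutoff, the mean activation of sample wells plus 3 SD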; also: some results filed as inactive read as strong as hits
# Starred values were filed as active, the others as inactive; / = no result given.
SMILES,CHRM5 agonist,CHRM4 antagonist,CHO-K1 Ca PAM,CHO-K1 Ca ag,M5 antag,CHO-K1 Ca antag,CHRM4 agonist,CHRM5 PAM,M4 PAM
COc1ccc(S(=O)(=O)N2CCCC(C(=O)N3CCOCC3)C2)cc1C (configuration not stated),-3,-14,22,1.0,-1,-13,1,5,8
O=C(C[C@@H]1CC[C@@H]2[C@H](COC[C@H](O)CN2CCC(F)(F)F)O1)NCc1ccc2c(c1)OCO2,0,5,/,/,7,/,1,-3,0
CSc1ncccc1C(=O)OCC(=O)c1ccc(Br)s1,-2,-9,12,-0.2,-9,-5,1,2,-3
COc1ccc(CNC(=O)C2CCCN(S(=O)(=O)c3cnc[nH]3)C2)cc1 (configuration not stated),2,-15,-11,0.1,11,15,1,-6,2
Fc1ccc(C2=NOC(c3nnc(-c4ccccc4)o3)C2)cc1 (configuration not stated),0,9,-8,1.9,9,10,0,0,2
CCN(CC)c1ccc(S(=O)(=O)N2CCOCC2)cc1NC(=O)CSc1nncn1C,0,10,1,-0.2,3,-14,0,0,-4
C=CCn1c(C)cc(C(=O)CSc2nnc3n(CCC)c(=O)c4ccccc4n23)c1C,3,3,21,1.7,13,-19,-1,3,3
S=C(c1ccc(-c2ccc(Br)cc2)o1)N1CCOCC1,-7,-3,-11,-0.6,11,-4,-2,-10,-9
CS(=O)(=O)N(CC(=O)NC1CC1)C1CCCCC1,0,-9,13,-0.1,2,-5,1,6,1
CCCc1c(C(=O)Nc2cc(C(C)(C)C)on2)cnn1-c1ccccc1,-2,6,7,0.8,4,-5,0,-8,0
CCC[C@@H](CN1CCC[C@H]1CN1C(N)=NC[C@@H]1Cc1ccccc1)N1C[C@@H](Cc2ccccc2)N(CCCC2CCCC2)C1=N,-9,12,17,1.3,21,-14,0,-39,-13
Cc1ccc(CN2C(=O)S/C(=C\c3ccccc3OCC(=O)O)C2=O)cc1,5,7,18,-0.4,1,-18,-1,-1,3
Cc1cccn2c(=O)c3cc(C(=O)NCc4cccnc4)c(=N)n(CC4CCCO4)c3nc12 (configuration not stated),-4,-7,5,-0.5,-1,-11,-1,3,0
COc1ccc(C(=O)OCC(=O)N2CCN(C(=O)c3ccco3)CC2)cc1OC,1,-3,-7,0.3,-1,2,0,10,-2
O=C(C1CCN(S(=O)(=O)c2cccnc2)CC1)N1CCCCC1,1,4,-7,0.5,0,-17,0,0,-4
CCN1C(=O)C(CC(=O)Nc2ccc(OC)cc2)N(CCc2ccc(OC)cc2)C1=S (configuration not stated),1,4,14,7.5,13,6,19,-12,-6
C=CCc1cccc(C=Nc2cccn3cc(-c4ccccc4)nc23)c1O,-3,-2,19,0.4,-3,1,1,-4,-1
O=C(CCCOc1ccc(Cl)cc1Cl)N1CCN(c2ccccn2)CC1,3,2,12,14,8,-21,19,-11,-2
O=S1(=O)N[C@@H](Cc2ccccc2)COc2cc(N3CC[C@H](O)C3)ccc21,9,0,-14,4.4,7,3,3,-1,6
O=C(c1cccs1)N1CCN(C(=O)c2cn(-c3ccccc3)nc2-c2ccccc2)CC1,1,-1,-3,0.7,6,-4,12,-15,-3
O=C(Nc1ccccn1)c1ccc(Cl)c(S(=O)(=O)N2CCOCC2)c1,-1,8,-15,0.6,14,7,2,-4,-2
COc1ccc(OC)c(N2C(=O)CC(Cc3ccc(C)cc3)C2=O)c1 (configuration not stated),-3,-8,5,0.8,-3,-3,3,2,-3
CCN(CC)S(=O)(=O)c1ccc(C(=O)N(c2ccc(C)cc2)C2C=CS(=O)(=O)C2)cc1 (configuration not stated),-4,-11,14,0.2,0,-11,2,4,10
O=C(CSc1nnc(-c2cccs2)o1)N1CCc2ccccc21,0,-5,15,1.6,-1,-14,6,-3,-4
O=C(Nc1ccc(Cl)cc1)Nc1ccon1,7,-4,-24,3.9,5,12,13,-13,-5

# Quoted from the listing:
# CHO-K1 Ca ag result of `O=C(Nc1ccc(Cl)cc1)Nc1ccon1` : 3.9
# CHO-K1 Ca PAM result of `COc1ccc(OC)c(N2C(=O)CC(Cc3ccc(C)cc3)C2=O)c1` (configuration not stated) : 5
# M5 antag result of `CCN1C(=O)C(CC(=O)Nc2ccc(OC)cc2)N(CCc2ccc(OC)cc2)C1=S` (configuration not stated) : 13
# CHRM5 agonist result of `Cc1cccn2c(=O)c3cc(C(=O)NCc4cccnc4)c(=N)n(CC4CCCO4)c3nc12` (configuration not stated) : -4

# Following part
SMILES,CHRM5 agonist,CHRM4 antagonist,CHO-K1 Ca PAM,CHO-K1 Ca ag,M5 antag,CHO-K1 Ca antag,CHRM4 agonist,CHRM5 PAM,M4 PAM
CC(=O)OCC(OC(C)=O)C(OC(C)=O)C(OC(C)=O)C(=O)Nc1ccc(C)cc1C (configuration not stated),-2,-15,6,0.2,-4,-10,1,9,17
CC(C)(C)c1cc(C(=O)N/N=C/c2ccc(O)cc2)n(-c2ccccc2)n1,3,24,11,1.3,-5,-3,3,-1,3
COc1ccccc1C(=O)NCCC(=O)N1CCN(C(C)=O)CC1,1,-4,9,0.6,2,3,1,0,2
Cc1ccc(-c2csc(NC(=O)CN3CCOCC3)n2)cc1C,2,-6,7,0.4,-2,-5,3,-2,-2
CCCS(=O)(=O)N1CCCC(C(=O)NCCN2CCOCC2)C1 (configuration not stated),0,-9,13,0.2,-8,-6,1,5,19
CC1CCN(c2ccc(NC(=S)NC(=O)c3ccco3)cc2)CC1,1,-4,13,0.3,-5,-9,1,2,7
C/C(=N\OCC(=O)Nn1c(C)nc2ccccc2c1=O)c1ccccc1,1,-4,16,2.3,-1,-4,4,1,10
Cc1ccc(C(=O)OCC(=O)N2C(C)CCCC2C)cc1S(=O)(=O)N1CCOCC1 (configuration not stated),1,1,7,-0.2,2,17,2,1,6
CC(NC(=O)C(NC(=O)C1CCCN1C(=O)OC(C)(C)C)C(C)C)C(N)=O (configuration not stated),-1,-3,8,0.1,-14,-17,0,2,7
O=c1ccn(Cc2ccccc2)c2ccccc12,9,8,-7,3.1,11,-2,7,-9,-5
CCn1c(CNc2ccc(Cl)cc2)nnc1SCCN1CCCCC1,-9,10,13,0.7,-3,-2,1,3,-8
O=C(N/C(=C\c1cccnc1)c1nc2ccccc2[nH]1)c1cccc(Br)c1,0,-16,17,3.9,-5,-5,10,-2,-2
COc1ccc(Nc2nc(OC)nc(OC)n2)cc1,-1,2,11,1.2,5,-4,1,-2,0
COc1ccc(CCN2CC(C(=O)O)CC2=O)cc1OC (configuration not stated),-5,5,8,-0.2,-1,-7,0,8,12
O=C(Nc1ccccc1)/C(=C\c1ccco1)NC(=O)c1ccco1,-2,8,-11,0.5,15,-8,0,-4,-4
Cc1ccc(OCC(=O)N/N=C/C=C/c2ccco2)cc1C,-3,-2,16,0.3,5,-7,0,-3,14
NS(=O)(=O)c1ccc(NC(=O)COC(=O)C2CC2)cc1,0,10,19,0.3,26,-9,0,-6,-1
C[C@@H]1ON(C)[C@H]2C[C@H]3c4cc(N5CCOCC5)ccc4CCN3C(=O)[C@@H]12,1,-11,19,0.0,-9,-22,1,3,8
Cc1ccc(S(=O)(=O)N(C)C[C@H]2Oc3cc(Br)ccc3S(=O)(=O)N([C@H](C)CO)C[C@H]2C)cc1,1,-12,-5,2.4,5,8,14,-4,-9
COc1ccc(S(=O)(=O)N2CCN(CCOc3ccccc3Cl)CC2)cc1OC,6,-7,1,6.2,2,-18,13,0,-2
Cc1ccc(S(=O)(=O)N2[C@@H](c3ccccc3F)C(C(=O)O)=CC[C@H]2c2cccc(C)c2)cc1,2,-13,8,0.2,14,-1,2,0,11
CC1CCN(c2nc(N3CCCCC3)nc(N3CCCCC3)n2)CC1,4,-1,9,1.0,9,-6,1,-4,-1
C/C(=N\NC(=O)c1ccccc1-n1cccc1)c1ccccn1,-2,-17,-4,0.7,-4,-6,0,2,3
COC(=O)CCCC1=CC2=CC(=O)C(C)(OC(=O)CCc3ccccc3)C(=O)C2=CO1 (configuration not stated),7,4,13,0.9,-2,-8,5,9,2
CCCCNC(=O)C1(O)c2cc(Br)ccc2NC(=O)N1c1cccc(OC)c1 (configuration not stated),-3,3,-3,1.0,2,-11,0,3,4

# 3 compounds already listed, arranged by the value under CHRM5 PAM, high to low:
molecule	CHRM5 PAM
COc1ccc(CCN2CC(C(=O)O)CC2=O)cc1OC (configuration not stated)	8
C[C@@H]1ON(C)[C@H]2C[C@H]3c4cc(N5CCOCC5)ccc4CCN3C(=O)[C@@H]12	3
C/C(=N\OCC(=O)Nn1c(C)nc2ccccc2c1=O)c1ccccc1	1

# Further records
SMILES,CHRM5 agonist,CHRM4 antagonist,CHO-K1 Ca PAM,CHO-K1 Ca ag,M5 antag,CHO-K1 Ca antag,CHRM4 agonist,CHRM5 PAM,M4 PAM
CCN(CC)S(=O)(=O)c1ccc(N2CCCC2)c(NC(=O)C2=COCCO2)c1,2,-17,12,0.9,3,5,10,-5,-2
CN(Cc1ccon1)C(=O)C1CCC(=O)N(CCc2ccc(Cl)cc2)C1 (configuration not stated),-3,-5,20,1.7,-2,-17,2,1,-1
Oc1ccc(/C=N/Nc2nccnc2Cl)c(O)c1,-1,2,20,1.1,-5,-14,1,5,17
O=C(NCc1ccco1)/C(=C\c1ccco1)NC(=O)c1ccccc1Cl,0,9,-16,1.4,2,6,4,3,-6
CCc1nnc(NC(=O)CSc2nc3ccccc3o2)s1,-1,-8,14,1.6,6,-12,1,-5,8
N#Cc1ccc(/C=N/NC(=O)c2cc(-c3cccs3)nc3ccccc23)cc1,0,-19,38,0.4,6,-12,13,-8,4
CCc1noc(C)c1C(=O)OCC(=O)NCCc1ccc(OC)cc1,3,-1,-18,-0.5,8,-3,-1,-2,10
COc1ccc(C(=O)N2CCCCC2)cc1S(=O)(=O)Nc1cccc(C(=O)O)c1,2,13,6,0.7,8,-14,0,-5,-6

# Grouped by structure: the entries above with a COOH group.
SMILES,CHRM5 agonist,CHRM4 antagonist,CHO-K1 Ca PAM,CHO-K1 Ca ag,M5 antag,CHO-K1 Ca antag,CHRM4 agonist,CHRM5 PAM,M4 PAM
Cc1ccc(CN2C(=O)S/C(=C\c3ccccc3OCC(=O)O)C2=O)cc1,5,7,18,-0.4,1,-18,-1,-1,3
COc1ccc(CCN2CC(C(=O)O)CC2=O)cc1OC (configuration not stated),-5,5,8,-0.2,-1,-7,0,8,12
Cc1ccc(S(=O)(=O)N2[C@@H](c3ccccc3F)C(C(=O)O)=CC[C@H]2c2cccc(C)c2)cc1,2,-13,8,0.2,14,-1,2,0,11
COc1ccc(C(=O)N2CCCCC2)cc1S(=O)(=O)Nc1cccc(C(=O)O)c1,2,13,6,0.7,8,-14,0,-5,-6
